Screens deposited in PubChem BioAssay by several laboratories.
JMJD2C inh: human JMJD2C demethylase inhibition | Q9H3R0 | GST-JMJD2C(1-420) H3K9me3 demethylation, DELFIA europium | inhibition, % at 2.35 µM | hit rate 0.069% among 330,000 | AID 2099;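 active = more than half of a compound's replicate wells show inhibition beyond 50%, single wells judged on their own value; inconclusive = some, but no more than half, of replicates pass 50% inhibition; inactive = no replicate passes 50% inhibition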;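 note: signal counts dimethyl H3K9 product captured on neutravidin plate; 0% = median of DMSO wells and 100% = 0.3 times that DMSO median; strong numbers were not always called active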
GRK2 inh: human GRK2 inhibition via aptamer displacement; AID 488847; hit rate 0.59% among 330,000; inhibition of aptamer binding, % at 10 µM; bead flow cytometry, FAM-aptamer displacement from GRK2; P25098;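 active = inhibition of aptamer binding above 40%, roughly 3 SD of noise, on plates passing a quality check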;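 note: median bead fluorescence of bound FAM aptamer so fluorescent compounds give negative values; no value below 0 was filed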
AGP1-GFP MLPCN: yeast TOR pathway AGP1-GFP modulation; S. cerevisiae AGP1-GFP multiplex flow cytometry, 3 h; GFP as percent of DMSO wells; GFP response vs DMSO, % at 10 µM; hit rate 0.02% among 320,000; AID 2066;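 active = GFP response relative to DMSO above a set limit, near screen average plus 3 SD, cut at about 150% in these data; inconclusive = fewer than 70 cells counted for the yeast strain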;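 note: median GFP channel fluorescence of the gated AGP1 strain per well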
LAP4 TOR yeast: yeast TOR pathway LAP4-GFP modulation; AID 2023; GFP response vs DMSO, % at 10 µM; S. cerevisiae LAP4-GFP multiplex, flow cytometry GFP, 3 h; median GFP as percent of DMSO wells; hit rate 0.34% among 320,000;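 active = GFP response vs DMSO above a set limit, about the screen mean plus 3 SD, cut at about 150% in these data; inconclusive = under 70 cell events counted for the yeast strain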
MEP2-GFP yeast: alters MEP2-GFP fluorescence in TOR pathway yeast screen. S. cerevisiae MEP2-GFP strain, flow cytometry GFP, 3 h; 100% = DMSO control level. GFP response vs DMSO, % at 10 µM. hit rate 0.51% among 330,000;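 active = GFP response versus DMSO above a set limit, roughly screen mean plus 3 SD, cut at about 180% in these data; inconclusive = fewer than 70 cells counted for a yeast strain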;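 note: median GFP fluorescence of the barcode-gated MEP2-GFP cells per well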
CIT2-GFP yeast: yeast TOR pathway CIT2-GFP modulation. GFP response vs DMSO, % at 10 µM. hit rate 0.065% among 320,000. S. cerevisiae CIT2-GFP strain, flow cytometry, 3 h; 100 means same as DMSO wells;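 active = GFP response relative to DMSO above a set limit, near the screen mean plus 3 SD, cut at about 150% in these data; inconclusive = Fewer than 70 cells measured for a yeast strain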;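 note: ratio of well median GFP fluorescence to mean of DMSO wells on the plate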
RPL19A-GFP yeast: alters RPL19A-GFP fluorescence in TOR pathway yeast screen | hit rate 0.3% among 330,000 | AID 2025 | percent response vs DMSO, % at 10 µM | S. cerevisiae RPL19A-GFP strain, flow cytometry, 3 h; active compounds read low;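 active = percent response vs DMSO below 50%; inconclusive = fewer than 70 events counted for the yeast strain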;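 note: median channel GFP fluorescence of the barcoded RPL19A-GFP strain; ratio of sample median GFP to plate DMSO average so 100% = DMSO; lower means less RPL19A-GFP as with rapamycin TOR inhibition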
VLA-4 inh: inhibition in a human VLA-4 binding assay | hit rate 0.2% among 330,000 | P13612 | VLA-4 expressing cells, ligand binding flow cytometry | inhibition, % (about 7 µM as worked out from the volumes in the protocol); in the data active = inhibition above about 50%
Target sequence (P13612 whole entry, looked up): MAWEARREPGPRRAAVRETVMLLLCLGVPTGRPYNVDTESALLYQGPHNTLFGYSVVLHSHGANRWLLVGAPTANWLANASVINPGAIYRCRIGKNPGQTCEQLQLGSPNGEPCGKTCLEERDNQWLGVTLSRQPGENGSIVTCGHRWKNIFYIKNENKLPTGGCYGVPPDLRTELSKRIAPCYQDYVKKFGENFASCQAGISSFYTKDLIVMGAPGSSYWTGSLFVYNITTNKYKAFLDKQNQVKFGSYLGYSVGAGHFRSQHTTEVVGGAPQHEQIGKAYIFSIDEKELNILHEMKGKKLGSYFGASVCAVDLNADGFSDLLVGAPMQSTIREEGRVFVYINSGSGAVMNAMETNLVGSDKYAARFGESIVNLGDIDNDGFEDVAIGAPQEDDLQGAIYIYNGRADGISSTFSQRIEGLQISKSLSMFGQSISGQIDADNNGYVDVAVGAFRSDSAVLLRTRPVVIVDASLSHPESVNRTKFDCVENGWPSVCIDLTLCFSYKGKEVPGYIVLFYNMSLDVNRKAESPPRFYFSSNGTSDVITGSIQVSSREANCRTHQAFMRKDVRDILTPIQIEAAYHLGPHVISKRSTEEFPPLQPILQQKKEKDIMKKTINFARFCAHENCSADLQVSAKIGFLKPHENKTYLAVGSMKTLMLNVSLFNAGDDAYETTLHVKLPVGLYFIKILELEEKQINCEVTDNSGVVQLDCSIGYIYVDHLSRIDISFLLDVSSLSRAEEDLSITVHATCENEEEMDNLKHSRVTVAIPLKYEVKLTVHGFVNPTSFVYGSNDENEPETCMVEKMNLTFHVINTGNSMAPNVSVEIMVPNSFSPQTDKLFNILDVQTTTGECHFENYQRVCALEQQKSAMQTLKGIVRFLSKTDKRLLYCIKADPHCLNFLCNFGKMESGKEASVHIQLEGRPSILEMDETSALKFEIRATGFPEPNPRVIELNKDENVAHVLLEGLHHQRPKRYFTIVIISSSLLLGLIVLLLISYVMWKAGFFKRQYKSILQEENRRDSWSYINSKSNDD
Active calls of the source: *; ? = inconclusive; . = not tested or not shown; & = joins results of further samples; [ ] = dose if it differs, or a comment.

JMJD2C inh	GRK2 inh	AGP1-GFP MLPCN	LAP4 TOR yeast	molecule	MEP2-GFP yeast	CIT2-GFP yeast	RPL19A-GFP yeast	VLA-4 inh
-40	0	105	98	N#Cc1cccc(C#N)c1N1CCC(C#N)CC1	104	102	97	1
15	2	96	99	CS(=O)(=O)N(CC(=O)NCCSc1ccccn1)c1ccc(F)cc1	95	100	96	-2
26	3	104	105	Cc1cccnc1NC(=O)CCNS(=O)(=O)c1ccc2c(c1)c(=O)n(C)c(=O)n2C	100	104	104	12
8	3	93	99	CCOC(=O)c1c(NC(=S)Nc2ccc(Cl)cc2)sc2c1CCN(C)C2	92	91	97	-41
-16	0	93	102	Cc1csc(N/N=C\c2cccnc2)n1	97	90	98	-2
-4	5	95	94	CCNc1nc(NC(C)C)nc(NS(=O)(=O)c2ccc(Cl)cc2)n1	103	96	95	21
3	3	103	106	CCN(CC)C(=O)C1CCCN(c2ccc([N+](=O)[O-])cc2/C=N/NC(=O)c2ccc([N+](=O)[O-])cc2)C1 (stereo not drawn)	103	92	102	27
1	3	96	101	Cc1cc(C(=O)O)ccc1-n1c(C)cc(/C=C2\SC(=O)NC2=O)c1C	106	101	101	-5
1	1	106	96	O=c1c([N+](=O)[O-])c[nH]c2ccccc12	110	100	105	-1
9	0	103	95	COc1ccc(CC(=O)Nc2cccc(S(=O)(=O)N3CCCC3)c2)cc1OC	94	101	96	-4
-65	2	100	91	O=C(OCCN1CCOCC1)c1ccc2c(c1)OCCO2	105	103	98	1
0	0	91	107	CC(C)c1cc(C(N)=O)c(NC(=O)c2cccc(COc3ccc(Cl)cc3)c2)s1	100	82	98	16
?	0	92	90	COC(=O)c1[nH]c(C)c(/C(O)=C2\C(=O)C(=O)N(CCN(C)C)C2c2cccc(OC)c2OC)c1C (stereo not drawn)	100	85	93	1
20	0	96	95	COc1ccc(OC)c(NC(=O)CCNC(=O)Cn2cnc3ccccc3c2=O)c1	90	91	90	-1
1	0	107	106	Cc1[nH]n(C)c(=O)c1[N+](=O)[O-]	105	101	95	15
-4	19	92	100	Cc1nc2cc(NC(=O)CS(=O)(=O)c3ccccc3)ccc2s1	102	93	97	2
-8	1	103	102	CC(C)C(=O)N(Cc1cc2ccccc2[nH]c1=O)C(C)(C)C	104	104	103	9
2	0	27[may fluoresce violet]	92[may fluoresce violet]	CC1(C)CC(=O)C(CCCN2C(=O)c3ccccc3C2=O)C(=O)C1	135[may fluoresce violet]	?	.	-1
-3	3	100	76	COc1cc(/C=N/NC(=O)c2ccc(=O)[nH]n2)ccc1O	97	111	106	5
-3	0	90	109	N#CC[C@H](c1ccccc1)N1CCN(Cc2ccccc2)CCC1=O	102	77	101	21
2	1	95	95	CCc1ccc(OCC(=O)N/N=C(\C)c2ccc3c(c2)OCCO3)cc1	91	83	98	1
-7	0	96	96	COC(CNC(=O)CNC(=S)N(CCCN1CCOCC1)Cc1cccs1)OC	98	93	104	9
8	0	103	112	CC(C)(C)c1ccc(C(=O)Nc2nnc(SCC(=O)NCC3CCCO3)s2)cc1 (stereo not drawn)	99	96	100	-9
8	1	94	99	Cc1nc([N+](=O)[O-])c(SCC(N)=O)n1Cc1ccccc1	98	95	94	-9
-5	0	88	81	Brc1ccc(OCCCCCN2CCOCC2)cc1	92	90	92	23
-22	3	105	100	COc1ccc(-n2nc(C(=O)NCC(=O)N3CCN(c4ccccn4)CC3)c3ccccc3c2=O)c(OC)c1	102	98	101	3
-11	0	94	98	O=C(CN1CCCC1)Nc1ccc(OC(F)(F)F)cc1	99	95	97	12
1	0	99	113	COC(=O)C1=NN(c2ccc(OC)cc2)C2C(=O)N(c3ccccc3OC)C(=O)C12 (stereo not drawn)	105	83	108	-14
-11	24	102	97	CN(C)CCCN(C(=O)c1cc2cc([N+](=O)[O-])ccc2s1)c1nc2cc3c(cc2s1)OCCO3	102	113	101	0
14	0	106	106	Cc1nc2c(n1O)CCC/C2=N\O	101	105	99	-4
-23	3	99	105	Cc1cc(SCC(=O)N/N=C/c2ccccc2C(=O)O)c(C)cc1Br	108	95	101	6
3	2	98	98	CN(C(=O)COc1ncnc2ccccc12)C1CCCCC1	107	95	101	12
31	2	99	98	CCCCCCn1c(=O)[nH]c2nc3cc(N)ccc3nc2c1=O	100	93	99	-66
38	0	102	103	CNC(=S)N(CCc1c(C)[nH]c2ccc(Cl)cc12)Cc1cccs1	97	92	98	31
-2	2	107	106	Cc1nnsc1NC(=O)OCc1ccc(C(F)(F)F)cc1	112	111	104	-3
-6	1	108	120	CCN(CC)c1nc(NN)nc(Nc2ccc(C)c(Cl)c2)n1	94	109	96	2
0	0	106	100	Cc1ccc(-c2nc3[nH]c(=O)cc(NC(=O)c4cccs4)n3n2)cc1	105	103	117	2
-3	1	.	103	O=c1c2cnn(-c3ccc(F)cc3)c2ncn1Cc1ccccc1	99	103	93	2
-2	2	100	89	CCOC(=O)CNC(=S)N(Cc1cccs1)C1CCCCC1	94	102	101	34
-2&17	6	99	92	Cc1nn(-c2ccccc2)c(C)c1C(=O)OCC(=O)N1CCN(S(=O)(=O)c2ccccc2)CC1	100	96	100	-6
28	0	75	105	Cc1ccc(CNC(=S)N(C)C)cc1	103	100	96	11
4	3	94	83	COc1cccc(NC(=O)NCCN2CCCCC2)c1	94	94	96	7
-3	0	99	96	COc1ccc(Cl)cc1N1CCN(CCNC(=O)Nc2ccccc2C)CC1	101	99	103	5
10	0	112	115	Cc1ccc(S(=O)(=O)Nc2cc(C(C)C)c(O)cc2C)cc1	109	113	119	-6
-14	0	93	86	O=C(N/N=C/c1ccncc1)c1cc([N+](=O)[O-])cc([N+](=O)[O-])c1O	91	98	90	-6
-4	0	100	80	Cc1csc(CNC(=O)C2CCC(=O)N(CCc3cccc(F)c3)C2)n1 (stereo not drawn)	99	.	107	9
-1	0	87	88	CCOc1nnc(C)c2c(C)n(-c3cccc(Cl)c3)nc12	95	91	93	-4
-22	0	103	99	CC1Cc2ccccc2N1S(=O)(=O)c1cccc(C(=O)NCCCO)c1 (stereo not drawn)	103	108	100	-6
3	2	.	89	CCOc1ccc(NC2=NCCC(=O)N2Cc2cccs2)cc1	104	108	98	3
-3	3	103	99	COc1cccc(Nc2nnc(SCC(=O)Nc3sccc3C(N)=O)s2)c1	92	98	98	0

More results follow.
JMJD2C inh	GRK2 inh	AGP1-GFP MLPCN	LAP4 TOR yeast	molecule	MEP2-GFP yeast	CIT2-GFP yeast	RPL19A-GFP yeast	VLA-4 inh
4	4	100	87	Cc1cc(NS(=O)(=O)c2ccc(NC(=O)COc3ccccc3C(C)C)cc2)no1	87	92	98	-2
4	6	99	99	Cc1ccc2cc(CN(CC3CCCO3)C(=S)Nc3ccccc3)c(=O)[nH]c2c1C (stereo not drawn)	101	94	101	5
-2	1	109	101	Cc1cccc(CC(=O)Nc2ccc(C(=O)N3CCCCC3)cc2)c1	104	101	106	8
8	0	110	96	CCCCCn1c(=O)[nH]c2cc(C(=O)N3CCN(c4ccccc4F)CC3)ccc2c1=O	109	113	104	-3
11	2	92	89	CC(C)=C1C2CCC1C1C(=O)N(c3ccc(C)c(C)c3)C(=O)C21 (stereo not drawn)	89	91	99	15
-2	3	106	104	COc1ccc(-c2occ(C(=O)O)c2C(=O)O)cc1	102	111	101	-2
6	0	97	94	CCOC(=O)C1=C(C)S/C(=C\N(C)C)C1=O	98	96	98	22
1	0	106	94	COC(=O)[C@@H]1C[C@@]2(O)[C@@H](O)[C@@H](O)[C@@H](O)C[C@H]2N1Cc1cc(OC)cc(OC)c1	101	102	97	9
-10	0	106	98	O=C(Nc1cccc(Cl)c1)C1CCCN(S(=O)(=O)c2cnc[nH]2)C1 (stereo not drawn)	111	112	104	-25
12	2	73	135	COc1cccc(Nc2nc(-c3sc(NC(=O)c4ccco4)nc3C)cs2)c1	90	65	86	7
4	3	98	108	CNc1ccc(Br)cc(C(=O)/C=C/c2cccc(OC)c2OC)c1=O	95	99	98	-10
29&0	0	93	99	O=S(=O)(c1ccc(-c2nnc(SCc3nnc(-c4ccccc4)o3)o2)cc1)N1CCCC1	97	.	104	0
-3	0	101	104	O=C(Nn1cnc2ccccc2c1=O)c1ccc([N+](=O)[O-])cc1Cl	99	103	100	10
-15	1	113	125	COCCn1c(SCC(=O)Nc2nnc(C)s2)nnc1-c1ccco1	110	108	108	18
1	6	97	96	CN(C)CCN1C(=O)c2ccccc2C1=O	97	92	99	0
-11	0	99	96	Cc1nc(CCNC(=O)CC2C(=O)NCCN2Cc2ccc(F)cc2)sc1C (stereo not drawn)	99	93	97	6
34	2	95	94	O=C(O)C(c1ccccc1)c1ccccc1	98	98	94	-5
3	2	92	96	CN=C1SC(CC(=O)Nc2cccc(C(F)(F)F)c2)C(=O)N1C (stereo not drawn)	99	99	.	-3
-9	0	93	87	Cn1cc(CCC(=O)N2CCCC(CCC(=O)NCc3ccc(F)c(F)c3)C2)cn1 (stereo not drawn)	100	100	102	-9
3	1	96	102	O=C(Nn1c(C2CCCCC2)nc2ccccc2c1=O)c1ccc([N+](=O)[O-])cc1Cl	98	97	95	9
12	3	94	92	O=C(c1cc([N+](=O)[O-])ccc1Cl)N1c2ccccc2Sc2ccccc21	93	102	100	7

12 entries from above in another layout.
| JMJD2C inh | GRK2 inh | AGP1-GFP MLPCN | LAP4 TOR yeast | MEP2-GFP yeast | CIT2-GFP yeast | RPL19A-GFP yeast | VLA-4 inh | molecule |
| --- | --- | --- | --- | --- | --- | --- | --- | --- |
| 8 | 0 | 110 | 96 | 109 | 113 | 104 | -3 | CCCCCn1c(=O)[nH]c2cc(C(=O)N3CCN(c4ccccc4F)CC3)ccc2c1=O |
| 11 | 2 | 92 | 89 | 89 | 91 | 99 | 15 | CC(C)=C1C2CCC1C1C(=O)N(c3ccc(C)c(C)c3)C(=O)C21 (stereo not drawn) |
| -2 | 3 | 106 | 104 | 102 | 111 | 101 | -2 | COc1ccc(-c2occ(C(=O)O)c2C(=O)O)cc1 |
| 6 | 0 | 97 | 94 | 98 | 96 | 98 | 22 | CCOC(=O)C1=C(C)S/C(=C\N(C)C)C1=O |
| 1 | 0 | 106 | 94 | 101 | 102 | 97 | 9 | COC(=O)[C@@H]1C[C@@]2(O)[C@@H](O)[C@@H](O)[C@@H](O)C[C@H]2N1Cc1cc(OC)cc(OC)c1 |
| -10 | 0 | 106 | 98 | 111 | 112 | 104 | -25 | O=C(Nc1cccc(Cl)c1)C1CCCN(S(=O)(=O)c2cnc[nH]2)C1 (stereo not drawn) |
| 12 | 2 | 73 | 135 | 90 | 65 | 86 | 7 | COc1cccc(Nc2nc(-c3sc(NC(=O)c4ccco4)nc3C)cs2)c1 |
| 4 | 3 | 98 | 108 | 95 | 99 | 98 | -10 | CNc1ccc(Br)cc(C(=O)/C=C/c2cccc(OC)c2OC)c1=O |
| 29&0 | 0 | 93 | 99 | 97 | . | 104 | 0 | O=S(=O)(c1ccc(-c2nnc(SCc3nnc(-c4ccccc4)o3)o2)cc1)N1CCCC1 |
| -3 | 0 | 101 | 104 | 99 | 103 | 100 | 10 | O=C(Nn1cnc2ccccc2c1=O)c1ccc([N+](=O)[O-])cc1Cl |
| -15 | 1 | 113 | 125 | 110 | 108 | 108 | 18 | COCCn1c(SCC(=O)Nc2nnc(C)s2)nnc1-c1ccco1 |
| 1 | 6 | 97 | 96 | 97 | 92 | 99 | 0 | CN(C)CCN1C(=O)c2ccccc2C1=O |
